# Screens as filed in PubChem.
# TEAD-YAP block: TEAD-YAP interaction inhibition, primary screen, TEAD-YAP interaction inhibitor project, luminescence, HEK-TIYL cells. 640,000 tested, 1.4% active. TEAD-Gal4/YAP UAS-luciferase luminescence. inhibition, % at 9.12 µM. AID 1259422, 2018; in the data active = inhibition above about 32%;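 also: 0% = median of test compound wells and 100% = reference inhibitor wells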
# GPR151 ag: activators of human GPR151, primary screen, cell-based, PathHunter beta-arrestin, luminescence; 650,000 tested, 1% active; activation, % at 11.2 µM; AID 1508602, 2020; PathHunter beta-arrestin GPR151 cells; in the data active = activation above about 4.9%;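 also: 0% = median of compound wells and 100% = cells with positive control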
# FBW7 activator: FBW7 E3 ligase activators, primary screen, biochemical, AlphaScreen, human; AlphaScreen FBW7–phospho-cyclin E peptide binding, activator screen; 650,000 tested, 0.13% active; F-box/WD repeat-containing protein 7 (Homo sapiens), Q969H0; normalized activity (activation), % at 26.1 µM; in the data active = normalized activity above about 1.9%;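 also: purified mutant Fbw7 with reduced substrate affinity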
# Target sequence (Q969H0 whole entry, looked up): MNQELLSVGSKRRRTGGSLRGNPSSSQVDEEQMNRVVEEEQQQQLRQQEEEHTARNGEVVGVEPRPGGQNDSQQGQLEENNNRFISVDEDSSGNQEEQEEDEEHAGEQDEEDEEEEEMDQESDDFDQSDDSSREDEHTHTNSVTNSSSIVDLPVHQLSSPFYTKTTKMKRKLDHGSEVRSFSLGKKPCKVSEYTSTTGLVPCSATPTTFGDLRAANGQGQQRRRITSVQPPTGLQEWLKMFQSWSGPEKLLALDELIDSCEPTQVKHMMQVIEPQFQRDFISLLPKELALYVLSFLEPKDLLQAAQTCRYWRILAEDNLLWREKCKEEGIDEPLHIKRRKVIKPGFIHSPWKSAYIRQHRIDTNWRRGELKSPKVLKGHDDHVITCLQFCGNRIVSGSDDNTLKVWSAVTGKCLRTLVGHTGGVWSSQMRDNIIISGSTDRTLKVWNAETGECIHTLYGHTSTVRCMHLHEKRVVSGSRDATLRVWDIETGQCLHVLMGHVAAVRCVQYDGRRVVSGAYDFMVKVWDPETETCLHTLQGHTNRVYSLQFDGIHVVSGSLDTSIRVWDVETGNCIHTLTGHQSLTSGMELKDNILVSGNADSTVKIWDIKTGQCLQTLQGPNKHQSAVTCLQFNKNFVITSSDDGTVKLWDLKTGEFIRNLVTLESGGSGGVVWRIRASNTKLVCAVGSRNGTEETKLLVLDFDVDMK
# MITF primary: MITF inhibitors, primary screen, biochemical, AlphaScreen, human. Microphthalmia-associated transcription factor (Homo sapiens), O75030. inhibition, % at 2.6 µM. AID 1259374, 2018. 650,000 tested, 0.91% active. AlphaScreen MITF homodimerization, bead proximity signal; in the data active = inhibition above about 50%;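 also: 0% = vehicle wells with protein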
# The depositor's hits bear a star; & = joins results of further samples.
Structure,TEAD-YAP block,GPR151 ag,FBW7 activator,MITF primary
COc1ccc(NC(C)C(=O)N/N=C/c2ccccc2O)cc1 (centres undefined),10,2.2,0.0,16
CN(C)CCOc1cc(-c2cn[nH]c2)ccc1NC(=O)C1CCc2ccccc2C1 (centres undefined),-12,-1.1,-0.2,-12
CCc1ccc(NC(=O)C(=O)NCCCO)cc1,-38,0.5,0.1,-6
COC(c1ccccc1)c1nnc(CCC(=O)N2CCCN(Cc3cccs3)CC2)o1 (centres undefined),0,0.0,0.0,12
O=C(N/N=C/c1ccc(O)cc1)c1ccccc1Cl,-12,-0.3,0.0,5
CC(=O)Nc1ccc(NC(=O)CSc2nnc3c(n2)[nH]c2ccccc23)cc1,-8,0.3,0.1,-5
CCOC(=O)C1=C(O)/C(=C/c2ccc(OC)c(OC)c2)SC1=Nc1cccc(Cl)c1,15,-1.2,0.1,14
Cc1ccc(S(=O)(=O)NC(=S)NC2CCCCC2)cc1,6&-5,0.5&3.8,-0.1&0.0,7&1
CCOC(=O)CN1CC23C=CC(O2)C(C(=O)N2CCCC2)C3C1=O (centres undefined),1,2.0,0.1,0
CCN(CC)S(=O)(=O)c1ccc(OC)c(NS(=O)(=O)c2ccc(F)cc2)c1,7,-0.8,0.5,8
CCOc1ccc(-n2c(SCC(=O)NC(C)(C)C)nnc2-c2ccoc2C)cc1,10,0.0,-0.1,1
O=C(NC(c1ccc(F)cc1)c1ccccn1)C1CCN(C(=O)NCc2ccccc2)CC1 (centres undefined),0,-0.8,-0.2,-2
O=C(NCCCN1CCCC1=O)c1csc(N2CCN(c3ccccn3)CC2)n1,-2,-2.7,0.0,-1
COc1ccc2oc(=O)c(/C(N)=N/NC(=O)c3ccccc3)cc2c1,-11,-0.7,0.7,11
COC(=O)c1ccc(/C=N/NC(=O)C(=O)NCC(C)C)cc1,-5,1.1,0.0,18
COC(=O)c1cc(N=Cc2ccccc2O)ccc1N1CCOCC1,1,0.9,0.0,-3
COC(=O)C1=C(C)NC(=O)NC1c1cccc(Cl)c1 (centres undefined),8,-0.7,0.0,11
O=C(CCn1cnc2c(cnn2-c2ccc(F)cc2)c1=O)NCCC1=CCCCC1,11,7.1*,0.0,-3
CC(=O)Nc1ccc(S(=O)(=O)Nc2ccc(S(N)(=O)=O)cc2)cc1,9,2.4,0.4,6
COCCOC(=O)C1=C(C)NC2=C(C(=O)CC(c3cccs3)C2)C1c1ccc(O)cc1 (centres undefined),3&8,-0.9&-0.1,0.0&0.0,14&0
Cc1nc(C#N)c(N/N=C/C=C/c2ccccc2)o1,-66,-2.1,-0.1,10
Cn1c(=O)c2ncn(CC(=O)Nc3ccc(C(=O)NC4CCCCC4)cc3)c2n(C)c1=O,-3,-0.3,-0.3,-15
COc1ccc(CCN2C(=O)CC(C(=O)Nc3ccc(F)cc3)SC2=Nc2ccc(F)cc2)cc1OC (centres undefined),4,2.1,0.2,9
O=C(NCCc1ccccc1)c1cccnc1NCc1ccc(F)cc1,-69,-0.8,0.1,6
COc1ccc(-c2noc(/C=C/c3ccccc3)n2)cc1OC,-23,-0.5,1.1,23
CCOC(=O)C1=C(C)N=c2s/c(=C/c3ccco3)c(=O)n2C1c1ccc(OC)cc1 (centres undefined),4,-0.1,0.1,27
CCN(CC)CCNC(=O)C1CCN(c2ccc(N3CCOCC3)nn2)CC1,-5,0.6,0.1,13
C(=N\Nc1cc(N2CCOCC2)nc(N2CCOCC2)n1)/c1cccs1,-8,-0.1,-0.6,4
Cc1ccnc2nc(C(=O)NN3C(=O)c4ccccc4C3=O)nn12,1,-0.9,-0.3,3
Cc1c(N/N=C(\C#N)C(=O)c2ccc(F)cc2)c(=O)n(-c2ccccc2)n1C,21,-0.3,-1.3,42

# Results in MITF primary, TEAD-YAP block and FBW7 activator (2 entries from above):
smiles,MITF primary,TEAD-YAP block,FBW7 activator
C(=N\Nc1cc(N2CCOCC2)nc(N2CCOCC2)n1)/c1cccs1,4,-8,-0.6
Cn1c(=O)c2ncn(CC(=O)Nc3ccc(C(=O)NC4CCCCC4)cc3)c2n(C)c1=O,-15,-3,-0.3

# Other entries.
Structure,TEAD-YAP block,GPR151 ag,FBW7 activator,MITF primary
CC1=C(C(=O)Nc2ccccc2C)C(c2cccs2)C(C#N)=C(SCC(=O)Nc2ccc(F)cc2)N1 (centres undefined),0,1.1,-0.1,-17
COC(=O)c1ccc(CN2CCCC(N3CCC(CO)CC3)C2)cc1 (centres undefined),-1,2.3,-0.1,-8
CC(C)CCNC(=O)CN(Cc1ccccc1)S(=O)(=O)c1ccc(F)cc1,-14,0.8,-0.1,-5
CCOC(=O)C1CSC(CC(=O)Nc2ccccc2)C(=O)N1 (centres undefined),7,0.0,-0.1,4
O=C(CCCc1c[nH]c2ccccc12)NC1CC1,-3,-0.5,-0.1,-12
CC(=O)Cn1c(C(=O)O)cc2occc21,4,1.0,-0.1,16
Cc1ccccc1CC1(CO)CCCN(C(=O)CCCN2CCCCC2=O)C1 (centres undefined),-1,-1.0,1.2,12
Cc1ccc(NC2=CC(=O)CC(C)(C)C2)cc1F,-1,0.0,0.0,-106
Cc1ccc2cc(C(=O)Nc3ccc(C)c(N)c3)sc2c1,11,-0.1,-0.1,6
O=C(OCc1csc(-c2ccccc2)n1)C1COc2ccccc2O1 (centres undefined),-18,0.3,0.2,-5
COc1ccccc1N1C(=O)NC(=O)/C(=C/c2ccc(OC)c(OC)c2OC)C1=O,15,0.1,0.0,19
Cc1ccc(CN(CC(=O)N2CCOCC2)S(=O)(=O)c2ccc(Cl)cc2)cc1,9,1.2,-0.2,-14
Cc1ccc(C=Nc2cccc(C#N)c2)cc1,-16,0.8,-0.1,-10
COc1ccc(C(=O)NCC(=O)OCC(=O)N(C(C)C)C(C)C)cc1[N+](=O)[O-],0,-1.2,-0.1,-13
C=CCNCC(O)COc1cc(Cl)ccc1Cl (centres undefined),4,0.8,-0.2,53*
CC(Oc1ccc2c(C(F)(F)F)cc(=O)oc2c1)C(=O)NN (centres undefined),1,3.5,-0.2,58*
CN1C(=O)C(Cc2ccco2)C(=O)N(C)C1=O,6,-1.7,-0.4,16
O=C1Nc2ccccc2Oc2cc([N+](=O)[O-])cc(Oc3cccc(Cl)c3)c21,1,0.7,0.1,6
CC1CCCCN1C(=O)c1cc(-c2ccc(F)cc2)on1 (centres undefined),-65,0.9,0.0,5
CCOC(=O)c1cnc2ccc(OC)cc2c1Nc1ccccc1CC,-6,1.4,0.0,-19
CCNC(=O)C(C)Sc1ccccc1 (centres undefined),2,2.4,0.1,2
CCCS(=O)(=O)N1CCN(C(=O)COc2cccc(C)c2)CC1,4,-0.8,0.1,6
Cc1ccc(CSc2ccc(C(=O)N3CCC(C)CC3)cc2[N+](=O)[O-])cc1,7,-1.5,-0.2,9
C=CCn1c(SCC(N)=O)nnc1-c1ccncc1,-5,-2.1,0.0,14
COc1ccc(S(=O)(=O)N(CC(=O)O)Cc2ccccc2)cc1C,12,-0.8,-0.1,-14
Cc1c(Cl)cccc1NC(=O)c1cc(S(=O)(=O)N2CCOCC2)ccc1F,-4,-2.4,0.0,9
COCCn1c(=NC(=O)c2cccc(Br)c2)sc2cc(NC(C)=O)ccc21,1,1.0,-0.1,11
CC(=O)Oc1ccc(N2C(=O)CC(Sc3ncccc3C(=O)O)C2=O)cc1 (centres undefined),-8,-0.9,0.1,3
NC(=O)c1ccc(NC(=O)c2cccc3c2OCCCO3)cc1,8,0.5,-0.2,1
O=C(C1CCN(S(=O)(=O)c2cc(Cl)ccc2Cl)CC1)N1CCCC1,1,0.4,0.2,14

# Later entries
Structure,TEAD-YAP block,GPR151 ag,FBW7 activator,MITF primary
COCc1cc(C)[nH]c(=O)c1C1=NC(c2ccccc2)(c2ccccc2)c2ccccc2N1,0,-0.3,0.0,7
O=C(NCc1cccnc1)c1ccccc1F,5,0.2,0.0,5
COc1ccc(OC(C)C(=O)N2CCN(c3ccccc3OC)CC2)cc1 (centres undefined),-7,-0.8,0.0,12
CC(=O)Nc1ccc(N/C=C/C(=O)c2ccc(Br)cc2)cc1,7,-0.9,0.0,6
CN(C)P(=NC(=S)Nc1cccc([N+](=O)[O-])c1)(c1ccncc1)N(C)C,-5,0.5,0.0,1
CCOC(=O)c1ccc(NC(=S)N2CCN(C34CC5CC(CC(C5)C3)C4)CC2)cc1,-1,0.7,-0.2,1
Cn1c(COc2ccccc2)nnc1SCc1ccc(C#N)cc1,14,-0.5,-0.1,5
O=C(c1cc2nc(-c3ccccc3)cc(C(F)(F)F)n2n1)N1CCN2CCCC2C1 (centres undefined),7,0.4,0.0,0
COCCNC(=O)CSc1nc2ccccc2c2nc(C)nn12,-3,0.9,-0.2,3
COc1ccc(-c2nc3n(n2)C(c2cccc(O)c2)C(C(N)=O)=C(C)N3)cc1 (centres undefined),-4,-1.6,0.3,10
Cc1ccc(Cn2ccnc2SCC(=O)NC2CCCCC2)cc1,2,0.6,-0.1,-4
CCC1CN(Cc2cccnc2)Cc2cc(OC)ccc2O1 (centres undefined),0,-1.3,0.2,10
CCOC(=O)c1c(NC(=O)c2cccc(S(=O)(=O)N3CCCCC3)c2)sc(C)c1C,-8,-0.4,-0.1,4
CCC(CC)C(=O)N(c1ccc(OC)cc1OC)C1C=CS(=O)(=O)C1 (centres undefined),2,2.6,0.0,3
CN(C)CCNC(=O)c1cc([N+](=O)[O-])ccc1Cl,-7,-0.6,0.0,-15
O=C(NN1C(=O)c2ccccc2C1=O)C1C2CCCCC21 (centres undefined),-7,4.1,0.1,10
O=C(NCc1nc(-c2cccnc2)n[nH]1)Nc1cccc(F)c1,-5,1.0,0.1,3
CCSc1nc2scc(C(F)(F)F)n2c(=O)c1C(=O)NCc1cccnc1,11,0.1,-0.5,-2
COc1ccc(S(=O)(=O)N2CCSC2c2cc(OC)c(OC)cc2OC)cc1 (centres undefined),43*,0.1,0.0,-3
CN(c1ncnc2c1c(-c1ccccc1)cn2-c1ccc(Br)cc1)C1CCCCC1,-8,0.5,0.2,-5

# Some of these compounds in order of formula weight, high to low.
Structure,TEAD-YAP block,GPR151 ag,FBW7 activator,MITF primary
COc1ccc(S(=O)(=O)N2CCSC2c2cc(OC)c(OC)cc2OC)cc1 (centres undefined),43*,0.1,0.0,-3
CCN(CC)CCNC(=O)C1CCN(c2ccc(N3CCOCC3)nn2)CC1,-5,0.6,0.1,13
CC(=O)Cn1c(C(=O)O)cc2occc21,4,1.0,-0.1,16

# Other structures:
Structure,TEAD-YAP block,GPR151 ag,FBW7 activator,MITF primary
O=C1CC(C(=O)Nc2ccc(-c3ccccc3)cc2)N=C(Nc2nc3ccccc3s2)N1 (centres undefined),1,-0.7,0.0,14
O=S(=O)(NCc1cccs1)c1ccc(F)cc1,6,0.0,-0.2,-8
CCOc1ccc(C(=O)Nc2ccc3c(c2)C(=O)N(C)C3=O)cc1Br,11,-0.4,0.0,0
CN1C(=O)CCC12CCN(C(=O)Cn1c3ccccc3c3cc(Cl)ccc31)CC2,-12,0.2,-0.1,-1
CCOC(=O)c1c(NC(=O)c2ccc([N+](=O)[O-])cc2[N+](=O)[O-])sc2c1CCC2,11,-0.4,0.1,14
COc1cc(/C=c2/sc3nc4ccccc4n3c2=O)cc(OC)c1O,1,0.9,0.1,6
O=C(CCCc1ccccc1)Nc1ccc(-c2cn3cccnc3n2)cc1,-12,0.2,-0.1,7
CCOC(=O)/C(C#N)=C/Nc1ccccc1NS(=O)(=O)c1ccc(C)c(C)c1,-3,5.5*,0.3,2
CCCCC1CCC(c2nc(-c3ccc(Br)cc3)no2)CC1 (centres undefined),-7,-0.9,-0.2,5
Cc1ccc2c(c1)c(=O)c1ccccc1n2CCCC(=O)Nc1ccc(C(F)(F)F)cc1,2,0.0,-0.1,-21
Cc1cccc(NC(=O)CN2CCC(C(=O)c3ccc4c(c3)OCCO4)CC2)c1C,4,0.5,0.7,-11
Cc1ccc(N(CC(=O)Nc2cccc([N+](=O)[O-])c2)S(C)(=O)=O)cc1Cl,3,1.6,-0.1,2
COC(=O)C1=C(O)/C(=C/c2cccs2)SC1=Nc1ccccc1,2,0.1,-0.1,-2
CSCCC(NC(=O)c1ccccc1)C(=O)N/N=C(\C)c1ccccc1 (centres undefined),6,3.5,0.4,9
CC(C)n1c(-c2ccccc2)nc2c(NCc3cccc(C(F)(F)F)c3)ncnc21,5,2.2,0.0,11
CN1CCN(C(=O)c2ccc(CS(=O)c3ccc(Br)cc3)o2)CC1 (centres undefined),6,0.4,0.5,3
CCc1[nH]nc2c1C(c1ccccc1F)C(C#N)=C(N)O2 (centres undefined),4,0.2,1.1,5
COc1ccc(-n2c(=S)[nH]c3cc(C(=O)NCc4ccc(Cl)cc4)ccc3c2=O)cc1OC,4,-0.7,0.0,-8

# The order is random, and some 3.4% of all compounds hit somewhere here.
